# From PubChem BioAssay
# KCC2 mod = KCC2 cotransporter modulators, thallium flux, primary screen, cell-based, HEK293 KCC2, FluoZin-2 fluorescence, MLSMR; 190,000 compounds, 2.2% hits; B-score of Tl+ flux slope (higher = more flux/activation; lower = inhibition) at 10 µM; AID 1456, 2008; Solute carrier family 12 member 5 (Homo sapiens), Q9H2X9; KCC2 cells, thallium flux FluoZin-2 fluorescence;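 active = thallium flux slope and its plate-corrected score both differing from the plate sample mean at a set confidence after two filtering rounds, in either direction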;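 also: slope of fluorescence scaled to starting intensity during 10 to 20 s after thallium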
# Calpain2 inh = inhibitors of pig calpain II, primary screen, biochemical, fluorogenic peptide substrate, 1536-well. purified calpain II, 30 min. inhibition, % at 16 µM. 220,000 compounds, 0.37% hits. AID 1236, 2008;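 active = inhibition above about 50%, limit read from the data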
# PERK inh = block of dimerizer-induced PERK translation repression, primary screen, PERK inhibitor project, CHO PERK-DD cells, SEAP luminescence, HTS; 220,000 compounds, 0.17% hits; inhibition, % at 5.6 µM; CHO PERK-DD fusion, SEAP luminescence translation reporter;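 active = inhibition above the mean inhibition of all tested compounds plus 3 SD, set separately per screening campaign, cut at about 2.9% in these data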;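 also: PERK kinase domain activated by AP20187 dimerizer at 100 nM; 0% = DMSO with dimerizer and 100% = rapamycin at 8.4 µM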
# Target sequence (Q9NZJ5 whole entry, looked up, the tested form may be a part): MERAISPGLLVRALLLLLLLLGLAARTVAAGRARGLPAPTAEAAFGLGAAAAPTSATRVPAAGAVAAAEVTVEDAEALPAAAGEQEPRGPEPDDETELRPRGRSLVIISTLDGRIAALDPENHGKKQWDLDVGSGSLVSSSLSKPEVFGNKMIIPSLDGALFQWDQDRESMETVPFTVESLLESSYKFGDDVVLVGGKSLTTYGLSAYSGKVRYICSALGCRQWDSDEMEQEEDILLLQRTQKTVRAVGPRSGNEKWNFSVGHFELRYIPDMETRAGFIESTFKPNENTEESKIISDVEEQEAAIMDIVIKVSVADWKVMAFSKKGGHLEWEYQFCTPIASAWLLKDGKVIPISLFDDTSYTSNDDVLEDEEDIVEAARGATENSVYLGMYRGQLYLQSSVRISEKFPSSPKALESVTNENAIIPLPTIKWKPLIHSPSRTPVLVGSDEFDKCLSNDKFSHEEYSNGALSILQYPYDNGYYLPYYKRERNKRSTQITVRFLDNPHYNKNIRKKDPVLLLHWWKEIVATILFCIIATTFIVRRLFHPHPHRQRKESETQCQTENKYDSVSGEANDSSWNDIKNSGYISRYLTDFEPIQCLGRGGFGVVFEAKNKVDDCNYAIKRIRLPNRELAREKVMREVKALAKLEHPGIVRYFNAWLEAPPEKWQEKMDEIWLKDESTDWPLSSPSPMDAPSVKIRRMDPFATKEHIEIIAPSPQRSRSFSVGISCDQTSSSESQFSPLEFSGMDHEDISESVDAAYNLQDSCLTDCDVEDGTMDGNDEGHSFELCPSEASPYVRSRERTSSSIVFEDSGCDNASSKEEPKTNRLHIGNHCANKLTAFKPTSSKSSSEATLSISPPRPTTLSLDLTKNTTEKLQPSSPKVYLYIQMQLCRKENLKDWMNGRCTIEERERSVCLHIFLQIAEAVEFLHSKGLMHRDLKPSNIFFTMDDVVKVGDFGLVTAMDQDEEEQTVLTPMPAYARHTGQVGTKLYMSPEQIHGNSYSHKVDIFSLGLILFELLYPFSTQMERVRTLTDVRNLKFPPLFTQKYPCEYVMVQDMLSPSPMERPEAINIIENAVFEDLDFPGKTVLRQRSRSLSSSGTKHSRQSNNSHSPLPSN
# eIF4E 4G PPI = eIF4E–eIF4G protein interaction inhibitors, primary screen, biochemical, uHTS, TR-FRET, eIF4GI fragment. TR-FRET eIF4E-eIF4GI(517-606) binding, 2 h. inhibition, % at 21.7 µM. 220,000 compounds, 0.37% hits. AID 782, 2007;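 active = inhibition above about 30%, limit read from the data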;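 also: 0% = full FRET control wells and 100% = background wells lacking eIF4GI fragment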
# Rad51 HR inh = human RAD51 strand exchange inhibitors, primary screen, biochemical, fluorescence | hRad51 DNA strand exchange, fluorescence dequenching | AID 1385, 2008 | inhibition, % at 10 µM | 200,000 compounds, 0.085% hits | DNA repair protein RAD51 homolog 1 (Homo sapiens), Q06609;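 active = inhibition above 40% at the single screening dose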;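 also: 0% = DMSO control wells and 100% = blanks with heterologous ssDNA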
#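 Material: human Rad51–ssDNA filaments; Probe or stimulus: labelled 47-mer dsDNA for strand exchange; Doses: single 10 µM dose; Incubation: 37 °C 15-min filament assembly, 30-min compound preincubation, 15-min exchange; Technique: FRET fluorescence dequenching, excitation 485 nm, emission 520 nm; Measure: Fluorescence-based percent inhibition, control- and blank-normalised; Benchmarks: plate control and blank wells.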
# Mdm2 ligase inh = MDM2-luciferase reporter signal enhancers, primary screen, MDM2 E3 ligase inhibitor project, cell-based, luminescence, 1536-well; cell-based MDM2 ubiquitination luciferase reporter, 2 h; 0 = plate control, 100 = twice control, blank-subtracted; signal enhancement, % at 5 µM; 210,000 compounds, 0.11% hits;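 active = signal enhancement of 30% or more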;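 also: luminescence tracks abundance of the self-degrading MDM2-luciferase fusion protein; higher signal means inhibition of MDM2 E3 ligase activity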
#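 Assay system: mammalian cells stably expressing self-ubiquitinating, self-degrading MDM2 E3–luciferase fusion. Quantity: 2000 cells in each well. Medium: DMEM culture medium. Compound dosing: single-point 5 µM. Timing: cell settling 4 h, compound treatment 2 h, both 37 °C. Technique: luciferase luminescence. Read-out basis: percent signal gain over controls, blank-subtracted. Benchmarks: plate controls and plate blanks.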
# EBV gp42 inh = Epstein-Barr virus gp42 inhibitors, primary screen, biochemical, uHTS, fluorescence polarization | Glycoprotein 42 (Epstein-Barr virus (strain AG876)), Q1HVG2 | Fluorescence polarization binding assay, mP read-out | inhibition, % (tested at 21.74 µM) | 220,000 compounds, 0.42% hits; in the data active = inhibition above about 50%
# TNF necrop inh = inhibitors of TNF-alpha triggered necroptosis, primary screen, cell-based, Jurkat FADD-/-, single concentration; 220,000 compounds, 0.068% hits; AID 463075, 2010; Jurkat FADD-/- TNF necroptosis rescue, ATP luminescence, 24 h; 0 = TNF only, 100 = no-TNF cells; activation (protection from cell death), % at 10 µM;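 active = activation, meaning protection from cell death, of at least 50% relative to plate controls; inactive = activation below 50%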;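 also: necroptosis triggered by 40 ng/mL TNF-alpha added together with compound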
# zVAD death inh = inhibitors of zVAD-triggered necroptosis, primary screen, L929 cells | L929 zVAD necroptosis rescue, ATP luminescence, 24 h; with zVAD 60 µM | viability rescue, % at 10 µM | 220,000 compounds, 0.38% hits | AID 1377, 2008;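 active = activation, scaled between plate controls, above about 75%, limit read from the data; inactive = activation under that limit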;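 also: 0% = zVAD with DMSO and 100% = DMSO alone without zVAD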
# Numbers without * were called inactive; / = not tested or not shown; [ ] = remark or other dose. No enrichment for hits. About 3.6% of those tested had a hit in this group.
# Preview:
SMILES,KCC2 mod,Calpain2 inh,PERK inh,eIF4E 4G PPI,Rad51 HR inh,Mdm2 ligase inh,EBV gp42 inh,TNF necrop inh,zVAD death inh
Cc1ccc(Cn2nnnc2CN2CCC(NC(=O)c3ccc(Br)cc3)CC2)cc1,0.27,-13,0.6,3,-4,-2,-12,1.9,-0.1
Nc1cc(-c2ccccc2)nn1Cc1ccc(Cl)cc1,-0.0023,-8,-0.3,4,-1,-9,8,-5.6,0.4
O=c1c2c(nc3cc(-c4ccc(Br)cc4)[nH]n13)CCCC2,0.0032,-8,-0.4,0,/,-23,-5,-4.5,18

# The list itself, from the start:
SMILES,KCC2 mod,Calpain2 inh,PERK inh,eIF4E 4G PPI,Rad51 HR inh,Mdm2 ligase inh,EBV gp42 inh,TNF necrop inh,zVAD death inh
Cc1ccc(Cn2nnnc2CN2CCC(NC(=O)c3ccc(Br)cc3)CC2)cc1,0.27,-13,0.6,3,-4,-2,-12,1.9,-0.1
Nc1cc(-c2ccccc2)nn1Cc1ccc(Cl)cc1,-0.0023,-8,-0.3,4,-1,-9,8,-5.6,0.4
O=c1c2c(nc3cc(-c4ccc(Br)cc4)[nH]n13)CCCC2,0.0032,-8,-0.4,0,/,-23,-5,-4.5,18
CCOC(=O)C(CC)Sc1nc2c(cnn2-c2ccccc2)c(=O)[nH]1 (stereo unspecified),/,-28,-0.3,-1,3,-4,5,0.9,0.5
CCOC(=O)c1ccc(NC(=O)c2nc[nH]c2C(=O)NCC(=O)OC(C)(C)C)cc1,0.17,9,/,-1,-8,-4,-5,0.3,0.1
COc1ccccc1-c1cc(C(=O)N2CCc3ccccc3C2)c2ccccc2n1,-1.4,-37,-1.3,-9,/,-38,-5,-5.8,-0.2
Oc1ccccc1-c1nc(/C=C/c2ccccc2)nn1-c1ccccc1,-0.82,2,-0.5,-3[fluorescence artefact?],-8,-12,-6,2.0,0.1
COc1ccccc1-c1nc(C#N)c(N2CCN(Cc3ccccc3)CC2)o1,/,-44,-0.2,-8,-2,-12,-15,1.2,0.0
Cc1cc(C)n2nc(-c3sccc3-n3cccc3)cc2n1,-0.039,-36,-0.7,-1,2,-2,-16,-4.0,-0.3
COc1ccc(-c2cc(=O)c3cc(OC)ccc3o2)cc1,-0.55,-53,0.5,-1,-5,-59,-9,-1.1,64
CCOC(=O)CSc1nc2ccccc2n1CC(=O)N(C(C)C)C(C)C,/,7,-0.9,0[fluorescence artefact?],-9,-2,13,-1.8,-0.3
C#C[C@]1(O)CC[C@H]2[C@@H]3CCC4=C(CCC(=O)C4)[C@H]3CC[C@@]21C,-0.63,31,0.4,0,4,/,-12,1.0,1.7
CCOC(=O)C1CCN(CC(=O)Nc2c(C(=O)OC)n(C)c3cccc(C)c23)CC1,0.5,-50,0.3,-1,69*,0,-17,-1.5,0.0
COCCN1CCn2c(nc3cc([N+](=O)[O-])ccc32)C1,0.076,0,1.1,-11,/,/,3,1.7,0.5
COCCN(C(=O)Cc1cccs1)C(C(=O)NCc1ccc(OC)cc1)c1ccc(C)cc1 (stereo unspecified),/,19,-0.7,4,9,-2,13,-4.7,-0.4
COc1ccc(-n2nc3ccc(NS(C)(=O)=O)cc3n2)cc1Cl,0.52,-409,0.1,-5,14,-14,-9,-0.1,0.6
Brc1cccc(-c2nnc3sc(CNC4CCCC4)cn23)c1,-0.72,-22,-1.3,1[fluorescence artefact?],-8,-4,-11,2.0,2.8
CS(=O)(=O)N1CCC(C(=O)N2CCN(c3ccccc3F)CC2)CC1,-0.71,-9,1.6,1,1,2,-11,0.0,3.0
Nc1ncc([N+](=O)[O-])c(Oc2ccccc2F)n1,1.5,-18,0.2,-4,-3,-1,0,17,3.3
COc1ccc(C(=O)O)cc1S(=O)(=O)NC(C)(C)C,/,-6,0.8,-13,/,/,2,0.3,-0.5
CCC(C)n1[nH]c(=O)c2c(C)cc(C)nc21 (stereo unspecified),1.4,5,0.2,-5,9,4,-19,-2.1,-0.7
O=C(CSc1nccn1-c1ccccc1)Nc1ccc2c(c1)OCO2,-0.83,1,-0.9,-3[fluorescence artefact?],-6,-6,4,-0.6,0.4
CC(C)N(Cc1cc2ccccc2[nH]c1=O)C(=O)C(C)(C)C,1.1,-6,0.3,9,-3,-13,-11,-2.5,-0.1
COc1ccc(Nc2nc(-c3cccs3)nc3ccccc23)c(OC)c1,-1.7,3,-0.6,18,-7,9,-12,0.8,1.1
Cc1nc(C(=O)NNC(=O)c2c(-c3c(Cl)cccc3Cl)noc2C)cs1,2.6,-14,1.1,3,/,-4,-12,-2.2,1.7
CCCCOc1ccc(C(=O)C(CN2CCOCC2)c2ccccc2)cc1 (stereo unspecified),0.023,-25,-0.2,2,2,-4,-9,-15,-0.4
Cc1cc(C(=O)N/N=C/c2c(C)nn(-c3ccccc3)c2C)n[nH]1,0.42,16,-0.8,2,-18,-18,-1,3.2,1.3
OCCN(Cc1ccccc1)CC(O)COc1ccc(-c2ccccc2)cc1 (stereo unspecified),0.068,18,0.3,-4,15,6,-19,7.9,9.9
COc1ccc(OC)c(N(CC(=O)NC2CC2)S(=O)(=O)c2ccc(C)cc2)c1,/,6,-0.6,-3,-1,-13,-14,-0.5,0.2
Cc1ccc(-c2csc(Nc3ccccc3)[n+]2CCc2ccccc2)cc1,0.26,-14,1.7,-1,20,-5,-2,0.0,23

# Laid out differently: results already given.
# Under each structure – KCC2 mod	Calpain2 inh	PERK inh	eIF4E 4G PPI	Rad51 HR inh	Mdm2 ligase inh	EBV gp42 inh	TNF necrop inh	zVAD death inh
CCOC(=O)c1ccc(NC(=O)c2nc[nH]c2C(=O)NCC(=O)OC(C)(C)C)cc1
 : 0.17	9	/	-1	-8	-4	-5	0.3	0.1
COc1ccccc1-c1cc(C(=O)N2CCc3ccccc3C2)c2ccccc2n1
 : -1.4	-37	-1.3	-9	/	-38	-5	-5.8	-0.2
Oc1ccccc1-c1nc(/C=C/c2ccccc2)nn1-c1ccccc1
 : -0.82	2	-0.5	-3[fluorescence artefact?]	-8	-12	-6	2.0	0.1

# Next part:
SMILES,KCC2 mod,Calpain2 inh,PERK inh,eIF4E 4G PPI,Rad51 HR inh,Mdm2 ligase inh,EBV gp42 inh,TNF necrop inh,zVAD death inh
CC(NC(=O)CN(c1cccc(C(F)(F)F)c1)S(=O)(=O)c1ccc(Cl)c([N+](=O)[O-])c1)c1ccccc1 (stereo unspecified),1.5,-19,-0.1,10,17,-20,-4,-9.7,7.9
Cc1ccc(-n2c(=S)[nH]c3[nH]ncc3c2=O)cc1,-0.27,4,0.6,1,19,-5,-16,0.3,4.3
O=C(NCN1CCN(c2ccccc2F)CC1)c1ccccc1,-0.65,-5,-0.4,-4,-7,-3,-6,-2.0,-0.2
Cc1ccc(S(=O)(=O)N(Cc2ccc(Cl)cc2)c2ccccc2C(=O)NCc2cccnc2)cc1,-2.2,9,-0.8,1,/,-4,1,0.5,0.3
Cc1cccc(NC2=NC(C)(C)N=C(N)N2)c1,0.64,-29,1.1,5,0,10,-20,-12,3.2
CCc1nc2ccccc2c(=O)n1NCCc1ccccc1,-0.32,23,-1.5,1,/,-20,-2,6.1,0.1
CCOc1[nH]n(-c2ccccc2)c(=O)c1C=Nc1ccc(C(=O)OC)cc1,0.2,6,0.9,-2,-45,-2,4,0.2,8.8
CC1CC(C)(C)Nc2ccc(N=O)cc21 (stereo unspecified),0.35,25,-0.5,-3,0,-4,-6,-12,62
CCN(CC)c1nc2cc(OC)ccc2cc1C#N,-0.13,-120,0.0,17,/,-12,-26,1.8,0.1
CCOc1ccc(CC(=O)NNC(=S)NC)cc1Br,/,-10,-0.2,-2,9,0,-10,0.9,0.3
COc1cc(OC)c(NC(=S)NCc2ccc(F)cc2)cc1Cl,-0.51,-14,1.0,-2,17,16,7,-11,-0.2
CC(C)c1ccc(OCC(=O)NC(Cc2c[nH]c3ccccc23)C(=O)O)cc1 (stereo unspecified),-0.042,-133,0.9,1,5,3,-15,0.9,4.6
CCC(CC)c1nnc(NC(=O)CN2C(=O)C3C4C=CC(C4)C3C2=O)s1 (stereo unspecified),-0.14,-10,0.3,-9,0,-11,-3,-0.1,-1.1
O=C(CSCc1ccccc1)N1CCN(c2ccccc2)CC1,-0.32,3,0.7,3,-6,-2,-12,1.1,2.1
CNC(=O)Cn1ncc2c(C)n(Cc3ccc(C)cc3)c(C)c2c1=O,1.1,-23,0.5,-1,0,-7,-10,1.4,0.1
CS(=O)(=O)N1CC2CCCN2c2ccc(C(F)(F)F)cc21 (stereo unspecified),-0.32,-5,1.2,0,-13,-2,-11,-1.1,0.2
CCCC(=O)NC(c1ccc(OC)c(OC)c1)c1c(O)ccc2ccccc12 (stereo unspecified),0.072,-12,0.1,-1,-5,-8,3,-3.3,-0.1
N#CC1=C(SCC(=O)Nc2cccc3cccnc23)NC(=O)C(C#N)C12CCCCC2 (stereo unspecified),-1.9,-37,0.5,0,-3,-12,-15,-1.8,0.3
COc1ccccc1NC(=O)Nc1sccc1-c1nc2ccccc2s1,0.87,-20,0.0,-8,-27,-5,-12,3.1,1.2
Cn1cc(-c2ccccc2)cc(C#N)c1=O,0.73,-343,0.8,2,0,3,-13,-0.9,1.4
CCN(CC)CCCNC(=O)CSc1nc(-c2cccs2)cc(C(F)(F)F)n1,0.87,-8,-1.3,5,4,-15,-28,1.3,-1.4

# 3 entries from above, sorted by the number in EBV gp42 inh, highest first.
Structure | EBV gp42 inh
COc1cc(OC)c(NC(=S)NCc2ccc(F)cc2)cc1Cl | 7
O=C(CSCc1ccccc1)N1CCN(c2ccccc2)CC1 | -12
Cc1ccc(-n2c(=S)[nH]c3[nH]ncc3c2=O)cc1 | -16
